# Compound activity: PubChem BioAssay, several laboratories
# Redox H2O2 prof: compounds producing H2O2 with reducing agent – biochemical, NIH compound library profiling, artefact control for MLSCN library redox annotation, primary screen; DTT-dependent redox cycling H2O2, phenol red/HRP absorbance; 100% = 100 µM peroxide control, 0% = buffer; 200,000 compounds, 0.03% hits; activation, % at 10 µM;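 active = activation of at least 50% relative to the plate's high and low controls in the primary single-dose screen; inactive = activation below 50%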;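 also: compound incubated with DTT at 0.8 mM final as the reducing agent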
# Diaphorase inh: counter-screen for diaphorase-based assays: diaphorase inhibitors and chemical oxidizers | 190,000 compounds, 0.69% hits | inhibition, % at 20 µM | diaphorase resazurin-to-resorufin fluorescence, NADH, 16 min; bacterial (C. kluyveri) enzyme, not human;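 active = primary screen inhibition at 20 µM above a set limit, cut at about 50% in these data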;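 also: plate controls were DMSO with full reaction for no effect and wells lacking NADH for full effect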
#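 Assay system: diaphorase enzyme from Clostridium kluyveri; Input: enzyme working solution with 0.14 U/mL diaphorase; Timing: 16 min at room temperature; Technique: resorufin fluorescence, excitation 544 nm, emission 590 nm; Benchmarks: positive control minus NADH, DMSO neutral control.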
# Diaph act CS: activates diaphorase or chemically reduces, flagging diaphorase assay artifacts; Diaphorase/resazurin coupled assay, resorufin fluorescence, 16 min; stronger effect = higher value; 1 = vehicle wells, 0 = NADH-free wells; activation factor at 20 µM; 190,000 compounds, 0.005% hits;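 active = diaphorase activity raised at least twofold by the compound at 20 µM; inactive = activation factor below 2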
#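 Material: Clostridium kluyveri diaphorase, purified enzyme; Quantity: enzyme 0.07 U/mL final; Medium: HEPES pH 7.4 buffer with MgCl2 and Tween 20; Dosing: single compound dose of 20 µM, 1% DMSO final; Schedule: 16 min reaction at room temperature; Measured by: red resorufin fluorescence at 544/590 nm excitation/emission.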
# RAM inhibit: blocks the yeast RAM network | S. cerevisiae dse1pr::URA3 reporter, 5-FOA growth OD615, 2 d; analog-sensitive cbk1-as2 kinase mutant strain | inhibition, % at 50 µM | 190,000 compounds, 1.8% hits;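 active = inhibition above a set limit, 3 SD over mean compound inhibition, cut at about 8.4% in these data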;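 also: 0% = DMSO-only wells with no growth and 100% = 10 µM 1-NA-PP1 full growth; inhibition rescues growth on 5-FOA so higher OD means more RAM inhibition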
# PMI act: activators of human phosphomannose isomerase. purified human PMI, coupled resazurin fluorescence, 20 min; stronger effect = higher value; 1 = vehicle control, 0 substrate-free wells. activation factor at 20 µM. 190,000 compounds, 0.005% hits;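 active = activation factor of 2 or more at 20 µM, relative to plate controls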
# Target sequence (P34949 whole entry, looked up): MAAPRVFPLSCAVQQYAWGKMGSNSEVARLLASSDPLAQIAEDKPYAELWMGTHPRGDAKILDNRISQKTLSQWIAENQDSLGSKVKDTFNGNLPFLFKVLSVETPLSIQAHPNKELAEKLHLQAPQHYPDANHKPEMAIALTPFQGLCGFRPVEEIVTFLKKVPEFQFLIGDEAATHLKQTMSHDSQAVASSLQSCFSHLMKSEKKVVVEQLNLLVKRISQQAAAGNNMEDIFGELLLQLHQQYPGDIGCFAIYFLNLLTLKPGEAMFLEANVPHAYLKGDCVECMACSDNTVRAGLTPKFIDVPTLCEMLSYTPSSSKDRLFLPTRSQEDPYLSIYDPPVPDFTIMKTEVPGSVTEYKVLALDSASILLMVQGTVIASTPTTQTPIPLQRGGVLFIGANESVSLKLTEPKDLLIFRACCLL
# S1P3 antag: antagonists of human S1P3 receptor; AID 485; 170,000 compounds, 0.27% hits; inhibition, % at 4.98 µM; CHO S1P3 NFAT-BLA reporter, FRET fluorescence, antagonist mode; Q99500;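 active = inhibition above the plate cutoff, the mean inhibition of test wells on that plate plus 3 SD, cut at about 28% in these data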;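 also: cells challenged with S1P at its EC80 of 0.8 µM; blue over green emission ratio from cleaved BLA substrate after 4 h stimulation; 0% = S1P-stimulated wells and 100% = unstimulated DMSO-only wells; some compounds past the cut are filed as inactive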
# Target sequence (Q99500 whole entry, looked up): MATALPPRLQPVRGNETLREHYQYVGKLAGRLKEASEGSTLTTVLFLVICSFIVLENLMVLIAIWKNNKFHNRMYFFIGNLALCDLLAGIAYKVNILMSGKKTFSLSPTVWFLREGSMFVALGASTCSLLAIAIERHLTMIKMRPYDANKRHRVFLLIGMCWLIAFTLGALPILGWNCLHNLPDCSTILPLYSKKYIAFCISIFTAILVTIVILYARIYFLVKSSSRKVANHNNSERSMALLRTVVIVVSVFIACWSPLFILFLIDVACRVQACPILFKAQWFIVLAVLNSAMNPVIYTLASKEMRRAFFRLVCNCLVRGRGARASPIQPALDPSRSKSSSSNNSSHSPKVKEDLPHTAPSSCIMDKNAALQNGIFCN
# G6PDH counter: counter-screen for G6PDH assay hits: L. mesenteroides G6PDH inhibition | Purified L. mesenteroides G6PDH, diaphorase/resazurin coupled fluorescence, 45 min | inhibition, % at 5 µM | 200,000 compounds, 0.12% hits
# L major viab: reduces viability of Leishmania major promastigotes. resazurin fluorescence viability. inhibition, % at 10 µM. 200,000 compounds, 9% hits. AID 1063;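 also: promastigotes grown with compound for 44 hours at 28 °C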
# Hsp70 act: switches on Hsp70 transcription; HeLa Hsp70 promoter luciferase reporter, luminescence; scaled: vehicle 0, proteasome-inhibitor control 100%; activation, % at 10 µM; 200,000 compounds, 0.04% hits; AID 1203;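 active = activation above the mean across all tested compounds plus 3 SD, cutoff set per campaign, cut at about 5.5% in these data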;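 also: 100% = MG132 at 30 µM as the positive control and 0% = DMSO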
# PMI act satM6P: PMI (human) activation, high substrate; 190,000 compounds, 0.34% hits; P34949; AID 1216; coupled PMI enzyme assay, resazurin fluorescence, 20 min; stronger effect = higher value; 1 = untreated enzyme, 0 = substrate-free blank; activation factor at 20 µM;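 active = activation factor of 2 or more at 20 µM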
#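 assay system = human phosphomannose isomerase with PGI, G6PDH, diaphorase coupling enzymes | quantity = 15 ng/mL PMI | incubation = enzyme reaction with compound 20 min at room temperature | medium = HEPES pH 7.4 buffer with MgCl2 and Tween-20 | compound dosing = one concentration, 20 µM, in 1% DMSO | measured by = Diaphorase-driven resazurin-to-resorufin fluorescence, excitation 544, emission 590 nm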
# TLR4 MyD88 comp: blocks binding of human TLR4 to MyD88. 200,000 compounds, 0.18% hits. O00206+Q99836. inhibition, % at 8.4 µM. HeLa CL3-4 TLR4/MyD88 BLA complementation, FRET ratio; in the data active = inhibition above about 25%;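 also: 0% = vehicle and 100% = reference inhibitor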
# Starred values were filed as active, the others as inactive; . = not tested or not shown. Rule as the data show it, unless noted: active = inhibition above about 50%; inactive = the rest. Not all compounds are listed; the hit share may differ from the screen's.
SMILES,Redox H2O2 prof,Diaphorase inh,Diaph act CS,RAM inhibit,PMI act,S1P3 antag,G6PDH counter,L major viab,Hsp70 act,PMI act satM6P,TLR4 MyD88 comp
CN1CCN(c2nc(Cl)ncc2F)CC1,-0.7,2.7,1,3.3,1,-8.5,7.5,3.8,-0.2,0.9,-1.6
CN1C2CCC1CC(OC(=O)CCN1CCCC1)C2 (configuration not stated),0.0,4.1,1,1.7,1,-23.8,7.3,-6.5,-0.2,1.1,-0.8
Cc1cc(/C=C2\C(=O)NC(=O)N(Cc3ccccc3Cl)C2=O)c(C)n1-c1ccc(C(=O)O)cc1,0.0,22.8,0.8,3.5,1.2,-12.0,15.3,9.7,-0.4,1,7.6
CC(=O)NC1C(OC(=O)Cc2ccccc2)OC(COC(C)=O)C(OC(C)=O)C1OC(C)=O (configuration not stated),-0.2,5.9,0.9,0.6,1.1,-7.0,11.5,-1.7,-0.1,1.1,-10.5
Cc1ccc(-c2cc(-c3ccc(C)cc3)[n+](C)o2)cc1,-0.1,-3.3,1,-1.1,1.1,-12.8,-5.9,100.2*,-0.5,1.1,-1.1
Cc1ccc(N2C(=O)NC(=O)/C(=C\c3ccoc3)C2=O)cc1,-1.9,8.6,0.9,-1.8,1.6,-3.6,2.6,-4.9,0.2,1.8,-13.2
O=C1NC(=O)C(C(CC(=O)c2ccccc2)c2ccccc2)C(=O)N1 (configuration not stated),-1.1,3.4,1,0.8,1,-13.0,7.5,-4.2,-0.1,1,15.6
Cc1[nH]c2ccccc2c1C1=CCNCC1,-0.3,-10.5,1.1,0.1,1,-7.6,1.8,15.3,-0.1,1,-10.2
C[N+]12CCC(CC1)C(=C(c1ccccc1)c1ccccc1)C2,-0.2,-5.0,1.1,-0.3,0.9,-6.5,0.7,-5.5,-0.2,1,8.0
Cc1ccc(S(=O)(=O)NCC2CCC(C(=O)N3CCC4(CC3)OCCO4)CC2)cc1 (configuration not stated),-0.7,3.3,1,2.4,1,9.6,0.3,-3.1,0.2,1.1,5.3
CC(=O)c1c(C)n(CC2CCCO2)c2ccc(O)cc12 (configuration not stated),0.8,16.7,0.8,1.1,0.9,5.8,6.1,2.0,-0.4,0.9,8.0
Cc1[nH]c2ccccc2c1/C=N/O,2.2,8.6,0.9,0.4,1,-6.6,7.3,5.5,-0.1,0.9,-12.1
Cc1noc(C)c1C(=O)N1CCC2(CC1)OCCO2,1.9,-1.2,1,0.7,1,-11.0,-4.4,-7.7,0.1,1.1,10.5
COc1ccc(/C=C2/C(=O)NC(=O)N(C3CCCCC3)C2=O)cc1CSc1ccccn1,0.6,-8.0,1.1,-0.9,1,.,2.4,7.5,0.0,1.2,6.3
C=Cn1ccnc1P(=S)(c1nccn1C=C)C1CCCCC1,1.2,11.8,0.9,0.7,0.8,.,-0.2,9.8,-0.3,0.9,8.6
CCNc1nc2[nH]c(=O)c3c(c2s1)OC(N)=C(C#N)C3c1cccs1 (configuration not stated),-3.4,16.8,0.8,3.5,0.9,.,5.4,56.6*,-0.1,0.7,5.0
Cc1ccc(OCC(=O)N2CCN(C)CC2)c(Br)c1,0.0,12.3,0.9,1.4,0.9,-19.4,8.2,2.5,0.0,1,7.2
CC(NCc1ccc(Cl)c(Cl)c1)C(O)c1ccccc1 (configuration not stated),0.4,6.0,0.9,1.1,1,.,0.8,91.1*,-0.3,1,-2.9
COc1ccc(N=Nc2c(O)[nH]c(=S)[nH]c2=O)cc1,-0.1,26.9,0.7,7.3,1.1,-10.0,2.6,-4.7,0.2,0.9,5.0
Cc1cc(=O)[nH]c(CCl)n1,-0.8,-6.4,1.1,1.3,1.1,-8.2,12.5,0.5,0.1,1.1,-9.6
COc1ccc(C(=O)C(C)(C)NO)cc1,0.3,17.9,0.8,-0.6,0.9,-15.9,8.1,-4.2,0.2,1,-18.9
COc1ccc(-c2csc(NC(=O)COC(=O)Cc3ccccc3)n2)cc1OC,-0.1,0.2,1,8.1,0.9,-1.4,8.1,-9.1,-0.3,1.1,0.6
CCOC(=O)c1ccc(N2C(=O)CC(N3CC=C(c4ccc(F)cc4)CC3)C2=O)cc1 (configuration not stated),1.3,2.8,1,-0.3,1.6,-8.6,-7.2,1.0,0.1,2*,6.4
CN1C(=O)C(=Cc2ccccc2Oc2ccc(Cl)cc2)C(=O)N(C)C1=O,-2.4,5.6,0.9,-1.4,1,.,15.2,62.2*,-0.2,1.1,-3.2
COc1ccc(OC)c(N2Cc3ccccc3C2=N)c1,-0.9,-19.0,1.2,1.8,1.1,-5.0,3.2,7.4,-0.1,1.1,-2.7
CCC1(CC)C(=N)N(C)C(=O)NC1=O,-0.3,18.3,0.8,1.2,0.9,-13.3,-1.8,-4.4,-0.4,1,4.3
COc1ccc(C2C(C(=O)N3CCC4(CC3)OCCO4)c3cc(OC)c(OC)cc3C(=O)N2C)cc1 (configuration not stated),0.0,14.5,0.9,1.1,0.8,.,12.3,0.5,-0.2,0.8,6.0
O=C1N(c2ccc(Cl)cc2)C(c2cccnc2)N2CCCN12 (configuration not stated),-0.2,1.1,1,2.1,1.1,-2.8,4.6,69.4*,-0.1,1,-18.9
CCC(=O)c1ccc(OC(=O)N(C)c2ccccc2)cc1,-1.8,12.8,0.9,-0.1,0.9,-7.1,5.1,-7.3,-0.2,1,-3.2
Cc1cccn2c(=O)c3cc(C(=O)N4CCC5(CC4)OCCO5)n(C)c3nc12,-0.8,4.6,1,-0.4,0.9,-0.3,2.8,-1.7,-0.2,1,6.2

# Limited to TLR4 MyD88 comp, Diaphorase inh and Redox H2O2 prof, for 2 of the compounds above:
Compound	TLR4 MyD88 comp	Diaphorase inh	Redox H2O2 prof
CCC(=O)c1ccc(OC(=O)N(C)c2ccccc2)cc1	-3.2	12.8	-1.8
CC(NCc1ccc(Cl)c(Cl)c1)C(O)c1ccccc1 (configuration not stated)	-2.9	6.0	0.4

# Some of these compounds in order of formula weight, descending.
SMILES,Redox H2O2 prof,Diaphorase inh,Diaph act CS,RAM inhibit,PMI act,S1P3 antag,G6PDH counter,L major viab,Hsp70 act,PMI act satM6P,TLR4 MyD88 comp
CCOC(=O)c1ccc(N2C(=O)CC(N3CC=C(c4ccc(F)cc4)CC3)C2=O)cc1 (configuration not stated),1.3,2.8,1,-0.3,1.6,-8.6,-7.2,1.0,0.1,2*,6.4
Cc1cccn2c(=O)c3cc(C(=O)N4CCC5(CC4)OCCO5)n(C)c3nc12,-0.8,4.6,1,-0.4,0.9,-0.3,2.8,-1.7,-0.2,1,6.2
O=C1N(c2ccc(Cl)cc2)C(c2cccnc2)N2CCCN12 (configuration not stated),-0.2,1.1,1,2.1,1.1,-2.8,4.6,69.4*,-0.1,1,-18.9
COc1ccc(N=Nc2c(O)[nH]c(=S)[nH]c2=O)cc1,-0.1,26.9,0.7,7.3,1.1,-10.0,2.6,-4.7,0.2,0.9,5.0
COc1ccc(OC)c(N2Cc3ccccc3C2=N)c1,-0.9,-19.0,1.2,1.8,1.1,-5.0,3.2,7.4,-0.1,1.1,-2.7

# (more compounds)
SMILES,Redox H2O2 prof,Diaphorase inh,Diaph act CS,RAM inhibit,PMI act,S1P3 antag,G6PDH counter,L major viab,Hsp70 act,PMI act satM6P,TLR4 MyD88 comp
Cc1nc2nc(C)c(CCC(=O)N3CCC4(CC3)OCCO4)c(C)n2n1,1.6,-3.7,1,-0.3,1,2.1,6.1,2.1,0.1,1,-5.9
CN(Cc1ccccc1)Cc1ccccc1OC(=O)N(C)C,-1.5,17.2,0.8,0.7,1,7.7,7.6,-1.0,-0.2,1,-2.9
O=C(c1ccc(CNS(=O)(=O)c2ccc(Br)cc2)cc1)N1CCC2(CC1)OCCO2,0.0,5.0,0.9,3.4,0.9,-9.6,-6.0,-1.6,-0.1,1,-8.4
COc1ccccc1CC1/C(=N/O)C2CCN1CC2 (configuration not stated),0.8,18.9,0.8,1.1,1,-2.0,13.2,-4.9,-0.5,0.9,-10.2
Cc1ccc2nc3c(cc2c1)CC1(C(=O)N(C)C(=O)N(C)C1=O)C1CCCCN31 (configuration not stated),1.4,12.7,0.9,-0.8,0.9,2.1,3.7,27.2,0.2,1,-4.8
Cc1cccc(NP(=O)(Oc2ccccc2F)Oc2ccccc2F)c1C,-0.1,25.2,0.7,8.7*,0.9,-6.8,-0.3,80.5*,-0.1,0.8,-6.7
COC(=O)C1C2c3ccccc3OC1(C)N=c1s/c(=C/c3cnn(C)c3)c(=O)n12 (configuration not stated),-2.6,30.8,0.7,2.2,0.8,13.6,-1.6,-8.8,-0.5,0.8,13.9
COc1cc2c3cc1Oc1cc(ccc1O)C[C@@H]1c4c(cc(OC)c(O)c4Oc4ccc(cc4)C[C@H]3N(C)CC2)CCN1C,0.3,17.3,0.8,-0.1,0.9,-0.5,16.1,100.5*,-0.3,0.7,3.4
CCN(CC)CCCN=Cc1c(O)n(Cc2ccc(F)cc2)c(=O)[nH]c1=O,-0.7,6.7,0.9,1.4,1,-36.0,0.2,7.9,0.4,1,-5.6
CCOC(=O)C1CCN(C=C2C(=O)N(C)C(=S)N(C)C2=O)CC1,-0.4,6.2,0.9,2.0,1,-25.3,-5.5,28.1,-0.5,1,-13.5
CN1C(=O)N(C)C(=O)C2(Cc3cc(N)ccc3N3CCN(c4ccccc4F)CC32)C1=O (configuration not stated),1.8,34.3,0.7,1.7,1.1,-41.3,21.5,-6.0,-0.3,0.9,-19.1
Cn1c(O)c(C=NCCCC(=O)O)c(=O)n(C)c1=O,0.1,9.0,0.9,0.8,1,.,-1.0,-0.7,-0.1,1,-0.2
COc1cccc(C(=O)C2CCCN(Cc3cccc4c3OCO4)C2)c1 (configuration not stated),0.0,6.1,0.9,0.5,1,-5.3,19.7,10.0,-0.2,0.9,10.0
Cc1ccccc1NC1=NCCCS1,0.8,13.4,0.9,0.4,0.9,6.7,-11.6,-6.2,-0.3,0.9,-4.7
